# Screening data (PubChem)
# H9c2 TAG inh = inhibitors of triacylglycerol accumulation, primary screen, cell-based, uHTS, fluorescence, H9c2; AID 651582, 2012; inhibition, % at 12.5 µM; H9c2 cells, Nile Red lipid (TAG) fluorescence; cells loaded with 200 µM oleic acid; actives 0.66% (n = 230,000);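 active means pattern-corrected inhibition of lipid staining of at least 50% with the nuclear-stain viability signal not falling by more than 50%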;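 further: 0% = DMSO wells and 100% = triacsin C control wells; some results filed as inactive read as strong as hits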
# H9c2 TAG inh DAPI viability = further read-out of H9c2 TAG inh, marked with its call; DAPI nuclei signal change (viability), lower = more cytotoxic, %;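 whole-well DAPI fluorescence read on a plate reader as a viability signal; minus 50 percent equals half of cells still viable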
# Active calls of the source: *; i = inactive; & = joins results of further samples. This is a subset (hit frequency here may not be typical).
# Values run as follows: H9c2 TAG inh, H9c2 TAG inh DAPI viability
> CC1(CCc2ccccc2)NC(=S)N(c2ccc(Cl)cc2)N1 (configuration not stated)
    -2, -3
> O=C(COC(=O)c1ccc(F)cc1)Nc1cc(S(=O)(=O)N2CCOCC2)ccc1N1CCCC1
    6, -6
> CCN(CC)c1ncnc2c1[nH]c1ccccc12
    -2, 11
> O=C(CSc1n[nH]c(=O)n1C1CC1)c1ccc(F)cc1
    2, 2
> O=C(NCc1ccccc1)C1(C(F)(F)F)C/C(=C\CCO)CCCO1 (configuration not stated)
    -5, -7
> COc1ccc(CCNC(=O)c2cc(-c3ccc(C)cc3O)n[nH]2)cc1OC
    0, -9
> Cc1ccc(F)cc1NC(=O)N1CCCN(c2ccc(C(F)(F)F)cn2)CC1
    -3, 2
> COc1ccc(C2=CC(=O)C[C@H](CN3C(=O)c4ccccc4C3=O)N(C(=O)OC(C)(C)C)O2)cc1
    5, -13
> CC(OC(=O)Cc1c[nH]c2ccccc12)C(=O)Nc1ccc(S(N)(=O)=O)cc1 (configuration not stated)
    -7, 2
> CCCCOC(=O)Nc1nnc(C(C)C)s1
    -2, -9
> Cc1ccc(-c2nc(CSCC(=O)N3CCN(c4ccccn4)CC3)c(C)o2)cc1
    -29, 2
> CC1CCN(S(=O)(=O)c2ccc3ncn(CC(=O)N(C)Cc4ccccc4)c(=O)c3c2)CC1
    11, -8
> CCn1nc([N+](=O)[O-])c2c(-c3nc4ccccc4o3)c(N)n(CCCOC)c2c1=O
    12, -3
> CCOC(=O)c1c(CN(CC)CC)oc2cc(Br)c(O)cc12
    5, -7
> COc1ccc(S(=O)(=O)NCC2CCC(C(=O)NCc3ccco3)CC2)cc1 (configuration not stated)
    13, -15
> O=C(CCN1C(=O)c2ccccc2C1=O)C1=NN[C@@H]2C(=O)N(c3ccc4c(c3)OCO4)C(=O)[C@H]12
    -3, -2
> Nc1nc2nonc2nc1N1CCCCC1
    -6, 1
> Cc1nc(NC(=O)c2ccco2)sc1-c1csc(Nc2ccc(Cl)cc2Cl)n1
    20, 31
> CCC(CO)Oc1cc(NC(=O)c2ccccc2C)c2ncn(C(C)C)c2c1 (configuration not stated)
    -8, -7
> O=C(O)c1ccc(-c2noc(-c3ccccc3F)n2)cc1
    4, 9
> CC(=O)c1ccc(NC(=O)C(C)NCc2ccccc2Cl)cc1 (configuration not stated)
    8, 8
> COc1ccc(-c2nnc(SCC(=O)NCCc3ccccc3)o2)cc1
    0, -8
> O=C(Nc1ccc(S(=O)(=O)N2CCCCC2)cc1)c1ccccc1Cl
    6, 13
> CCOC(=O)N1CCN(C(=O)CCNS(=O)(=O)c2cc(Br)cnc2N)CC1
    -8, -1
> N#CNC1=NCN(Cc2ccccc2)CN1
    11, 5
> C/C=C(\C)C(=O)NCCN1C2=NC[C@@H](C)N2C[C@H]1Cc1ccc(O)cc1
    -7, -7
> CCCCOC(=O)c1[nH]c2c(c1C)C(=O)CC(c1cc(OC)c(OC)c(OC)c1)C2 (configuration not stated)
    -28, 11
> CC(OC(=O)C1CCN(S(=O)(=O)c2ccccc2)CC1)C(=O)Nc1ncc(Cl)cc1Cl (configuration not stated)
    -8, 4
> CCOC(=O)c1ccccc1NC(=O)COC(=O)Cc1ccccc1F
    -12, 0
> CCOC(=O)c1cc(NC(=O)Nc2nccs2)c(C)nc1C
    12, -13
> CC(=O)Nc1sc(-c2ccc(Cl)cc2)nc1-c1ccccc1
    3, 3
> CCCCCc1c(C)nc(SCC(=O)O)[nH]c1=O
    3, 32
> CC1CN(C(=O)CCC(=O)NCc2ccccc2Cl)c2ccccc2S1 (configuration not stated)
    12, -6
> O=C(NCc1ccccc1F)Nc1nnc([C@H]2C[C@H](O)[C@@H](CO)O2)s1
    -3, 3
> Cc1ccc(/C=N/N=C/c2ccc(C)s2)s1
    3, 5
> COc1ccccc1N1CCN(Cc2c[nH]c3ccccc23)CC1
    20, 6
> CC(=O)c1c(N2CCOCC2)nc2ccc(Cl)cc2c1-c1ccccc1
    17, -5
> COc1ccc(CC(=O)NC(c2ccccc2)c2ccccc2)cc1S(=O)(=O)N1CCOCC1
    43, -1
> Cc1nn(CC(=O)N(C)C2CCS(=O)(=O)C2)c(C)c1S(=O)(=O)N(C)C (configuration not stated)
    -2, -1
> Clc1ccccc1Cn1nnc(-c2ccccc2)n1
    9, -16
> COc1ccc(-n2c(=O)n(Cc3ccccc3)c(=O)c3[nH]cnc32)cc1
    0, -5
> Fc1c(F)c(F)c(/C=N/NC(=S)Nc2cccnc2)c(F)c1F
    7, 19
> O=C(NCc1cccnc1)c1ccc2c(c1)N(Cc1ccccc1)CCS2
    -1, 30
> CC1(C)CC(CC(=O)O)(c2ccccc2)CCO1 (configuration not stated)
    3, 0
> COCCNC(=O)CSc1nc2ccccc2c(=O)n1CCC(=O)N1CCN(c2ccccc2)CC1
    15, -10
> COc1ccc(C(C)=O)cc1CC1(C)C(=O)Nc2ccc(-c3ccccc3OC)cc21 (configuration not stated)
    10, -9
> COc1ccc(CC(NC(C)=O)C(=O)NC2CCN(c3nc(C)cc(C)c3C#N)CC2)c(OC)c1 (configuration not stated)
    11, -13
> COc1cc(OC)cc(C(=O)NNC(=S)NC2CC2)c1
    -3, -11
> COCCCNC(CC(=O)Nc1cc(C)cc(C)c1)C(=O)O (configuration not stated)
    -7, 7
> CC(C)c1ccccc1OCC(=O)NCC(c1cccs1)N1CCOCC1 (configuration not stated)
    -237, 5
> O=S(=O)(Nc1nc2ccccc2nc1NCC1CCCO1)c1ccc(F)cc1 (configuration not stated)
    2, -2
> O=C(CSC1=NS(=O)(=O)c2cc(F)ccc2N1)NCc1ccccc1Cl
    9, 6
> O=C(N/N=C/c1ccccc1OC(=O)N1CCOCC1)c1cccs1
    12, -6
> CC1(C(=O)NS(=O)(=O)c2ccccc2Cl)CCN1C(=O)C1(c2ccc(Cl)cc2)CCC1 (configuration not stated)
    3, 3
> CCC1(c2ccccc2)SC(N)=NC1=O (configuration not stated)
    -1, 6
> COc1ccc2[nH]c(C(=O)NCc3ccccc3)cc2c1
    -8, 2
> Cc1cn([C@H]2C[C@H](O)[C@@H](CNC=O)O2)c(=O)[nH]c1=O
    18, -6
> C=CC[C@H](CC(=O)OC(C)(C)C)C(=O)OC[C@H]1CCCN1C(=O)[C@H](CC=C)CC(=O)N(CCO)Cc1ccccc1
    9, 0
> O=C(CN(Cc1ccc2c(c1)OCO2)C(=O)c1cnsn1)NC1CCCC1
    -3, 5
> COc1ccc(CN2CCNC(=O)C2CC(=O)N(C)C2CCOCC2)c(F)c1 (configuration not stated)
    12, 3

# (further entries)
# Values run as follows: H9c2 TAG inh, H9c2 TAG inh DAPI viability
> CC(Oc1cccc(Cl)c1)C(=O)Nc1cc(S(=O)(=O)N2CCCCC2)ccc1N1CCOCC1 (configuration not stated)
    -1, 4
> Cc1ccc(NC(=O)Cc2ccc(-c3ccccc3)cc2)nc1
    11, 1
> COc1ccc2oc(C(F)(F)C(F)(F)F)cc(=O)c2c1
    -9, 0
> COc1cnc(-c2ccccn2)nc1Oc1ccc(Cl)cc1
    -2, -2
> CCCn1nnc(NC(=O)Cc2ccccc2)n1
    -3, 0
> CC1CN(C2=Nc3cccc4cccc2c34)CC(C)O1 (configuration not stated)
    5, 2
> CCN1/C(=C2/SC(=S)N(C)C2=O)C=Cc2cc(C)ccc21
    9, -7
> CCOC(=O)c1c(-c2ccccc2Cl)csc1NC(=O)CSc1nc(C)cc(=O)[nH]1
    -10, 0
> COc1cccc(C(=O)Nc2nc(-c3ccc4c(c3)OCO4)cs2)c1
    -1, -12
> CCCc1nnc(-c2cc(OC)c(OC)c(OC)c2)o1
    5, -6
> COc1ccc(N(CC(=O)NC2CCCC2)C(=O)Cn2nnc(-c3ccc(OC)c(OC)c3)n2)cc1
    -14, -1
> O=C1CC[C@@H]2CC(N3CCN(c4ccccc4)CC3)C[C@@H]3CCN1[C@H]23 (some centres not stated)
    -26, 3
> COc1ccc(C(=O)NC(C(=O)N2CCN(C/C=C/c3ccccc3)CC2)C(C)C)cc1 (configuration not stated)
    2, 7
> CN(CCNC(=O)C1CCN(S(=O)(=O)c2cnc[nH]2)CC1)Cc1ccccc1
    -18, -6
> CCC(=O)N1CCc2cc(Br)c(S(=O)(=O)CCC(=O)NCCc3ccccc3)cc21
    1, 3
> Cc1cnc(C(=O)Nc2ccc(-n3cnnn3)cc2)cn1
    0, 2
> C=CCn1nnnc1SCC(=O)Nc1ccc(C(=O)OC)cc1
    14, -6
> Cc1nc(C(F)(F)F)ccc1C(=O)N1CCCC(C(=O)O)CC1 (configuration not stated)
    1, 7
> CCN(CC)c1ccc(/C=N/NC(=O)Nc2ccccc2)cc1
    -19, 23
> CC1=NNC(=O)C1CC(=O)N/N=C(\C)c1cccs1 (configuration not stated)
    -8, -4
> OC(C#Cc1ccccn1)c1cccs1 (configuration not stated)
    -12, 10
> Clc1ccc(CNC2CCN(Cc3ccccc3)CC2)cc1
    2, 9
> O=C(Nc1ccccc1C(=O)NCCc1ccccc1)c1ccco1
    -3, -4
> CNC(=O)COc1ncnc2sc(C)c(C)c12
    16, -10
> Cc1cccc(NC(=O)C2CCCN(S(=O)(=O)c3ccc4c(c3)oc(=O)n4C)C2)c1 (configuration not stated)
    -3, 5
> Cc1cc(NC(=O)CSc2cn(CCNC(=O)c3ccc(F)cc3)c3ccccc23)no1
    -19, 5
> CCCCCCCCCC(=O)N/N=C/c1ccc(C)s1
    14, -5
> O=C(O)CCCC(=O)Nc1nc(-c2ccccc2)cs1
    13, 4
> O=C(O)c1ccc(NC(=O)c2ccccc2NC(=O)c2ccccc2Br)cc1
    0, -4
> Cc1ccccc1Oc1ccc(-c2nc(N)nc(N)n2)cc1
    -5, 14
> COc1ccc(NC(=O)C(CCS(C)(=O)=O)NC(C)=O)cc1 (configuration not stated)
    17, 1
> COCc1cc(C)nc(N/N=C/c2ccc(Cl)c(Cl)c2)c1C#N
    3, 3
> COCCCNC(=O)CCc1nc(-c2ccccc2)no1
    -2, 1
> COC(=O)/C(=C/c1cn(C(C)=O)c2ccccc12)[N+](=O)[O-]
    -7, 9
> CCOc1ccc(NC(=O)CN(C)C(=O)CCCc2nc3ccccc3c(=O)[nH]2)cc1OCC
    -4, -4
> CN1CCN(Cc2nc(Cc3cccc(F)c3)no2)CC1c1ccccc1 (configuration not stated)
    0, 1
> CCOc1ccc(NC(=O)[C@@H]2CCCN2C(=O)c2cccs2)cc1S(=O)(=O)N1CCOCC1
    8, -8
> CCc1ccccc1NC(=O)CSc1nnc(CCNC(=O)OC(C)(C)C)o1
    0, -4
> Cn1c(=O)c2c(nc(CN3CCN(Cc4ccccc4)CC3)n2CCN2CCOCC2)n(C)c1=O
    11, -4
> CC(C)(C)c1ccc2oc(=O)cc(-c3cccc(-c4ccc(C(F)(F)F)cc4)c3)c2c1
    -30, -8
> COc1cc2c3nnc(-c4ccccc4)c-3cn(Cc3ccc(F)cc3)c2cc1OC
    49, i
> Cc1ccc2c(c1)C(=O)C(=O)N2Cc1ccc(F)cc1
    -9, -2
> COCC(C)n1c(C)cc(C(=O)CSc2nnc(-c3ccco3)o2)c1C (configuration not stated)
    -2, -1
> CN(Cc1ccccc1)S(=O)(=O)c1ccc(Cl)c(C(=O)OCC(N)=O)c1
    8, -6
> COc1ccc(Cc2nnc(SCc3ccc([N+](=O)[O-])cc3)o2)cc1
    -12, -2
> O=C(CSc1ccc([N+](=O)[O-])cc1)Nc1nnc(C2CC2)s1
    1, -1
> Cc1ccc(S(=O)(=O)NCCCNc2ccc([N+](=O)[O-])cc2)cc1
    -61, -1
> C/C(CC(=O)NC(C)(C)C)=N\NC(=O)c1ccccc1N
    -6, 19
> COCCN(C(=O)COC(=O)CCn1c(C)csc1=O)c1c(N)n(Cc2ccccc2)c(=O)[nH]c1=O
    8, -5
> O=C(O)CCSc1nnc(-c2ccc3c(c2)OCO3)o1
    31, -13
> COc1ccc(CCOC(=O)c2ccc(N)c([N+](=O)[O-])c2)cc1
    -20, 7
> Cc1cc(=O)[nH]c2c(C)cc(S(=O)(=O)NCc3ccccc3)cc12
    8, -6
> O=c1nc(-c2ccccc2)cn[nH]1
    8, -9
> NC(=O)CSc1nnc2ccc(-c3ccco3)nn12
    7, -11
> COc1ccc(CC(=O)NNC(=O)COc2ccc(F)cc2)cc1S(=O)(=O)N1CCOCC1
    -10, 2
> CCN=C1SC(CC(=O)Nc2ccccc2)C(=O)N1CC (configuration not stated)
    -4&-21, -1&1
> COc1ccc(N2CCN(C(c3ccccc3OC)c3nnnn3Cc3ccco3)CC2)cc1 (configuration not stated)
    6, -16
> COC(=O)CNC(=O)C1CCCN1C(=O)CNC(=O)OC(C)(C)C (configuration not stated)
    -6, 15
> COc1cc(C)c(C(=O)CC(=O)c2c(C)cc(OC)cc2C)c(C)c1
    7, -7
> CCN1CCN(CCNC(=O)c2ccc(/C=C3/Sc4ccccc4N(Cc4cccc(C)c4)C3=O)cc2)CC1
    14, 15

# Compounds above that have a COOH group:
# Values run as follows: H9c2 TAG inh, H9c2 TAG inh DAPI viability
> O=C(O)c1ccc(-c2noc(-c3ccccc3F)n2)cc1
    4, 9
> CCCCCc1c(C)nc(SCC(=O)O)[nH]c1=O
    3, 32
> CC1(C)CC(CC(=O)O)(c2ccccc2)CCO1 (configuration not stated)
    3, 0
> COCCCNC(CC(=O)Nc1cc(C)cc(C)c1)C(=O)O (configuration not stated)
    -7, 7
> Cc1nc(C(F)(F)F)ccc1C(=O)N1CCCC(C(=O)O)CC1 (configuration not stated)
    1, 7
> O=C(O)CCCC(=O)Nc1nc(-c2ccccc2)cs1
    13, 4
> O=C(O)c1ccc(NC(=O)c2ccccc2NC(=O)c2ccccc2Br)cc1
    0, -4
> O=C(O)CCSc1nnc(-c2ccc3c(c2)OCO3)o1
    31, -13
